FBPA Giardia inh: qHTS Assay for Inhibitors of Fructose-1,6-bisphosphate Aldolase from Giardia Lamblia; A8B2U2; purified Giardia FBPA; Potency, µM (top dose mostly 59.6 µM), without a hit: at the top dose activity, negative = inhibition, actives largely listed as inhibitors; 0.71% of 290,000 active; note: potency is the fitted concentration of half-maximal effect; nearly all actives have a fitted effect of over 55% in size
Target sequence (A8B2U2 whole entry, looked up): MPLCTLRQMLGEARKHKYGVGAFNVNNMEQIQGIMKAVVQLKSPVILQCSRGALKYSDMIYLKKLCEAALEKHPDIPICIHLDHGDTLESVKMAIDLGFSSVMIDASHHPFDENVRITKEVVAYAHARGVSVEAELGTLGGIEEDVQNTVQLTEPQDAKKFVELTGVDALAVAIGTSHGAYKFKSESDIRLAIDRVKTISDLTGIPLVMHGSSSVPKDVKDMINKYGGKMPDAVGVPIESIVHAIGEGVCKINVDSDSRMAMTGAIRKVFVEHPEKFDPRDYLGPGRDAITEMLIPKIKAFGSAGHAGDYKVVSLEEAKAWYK
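Giardia FBPA (40 nM reagent) was preincubated 10 min at RT with compound (up to 57.5 uM final), then substrate plus GAPDH/TPI/NAD/arsenate coupling system with diaphorase/resazurin was added; resorufin fluorescence (525/598 nm) was read after 20 min.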
Sm TGR inh: qHTS Assay for the Inhibitors of Schistosoma Mansoni Peroxiredoxins; Potency, µM (top dose mostly 114 µM), for inactives: at the top dose activity change, negative = inhibition, actives largely listed as inhibitors; 3% of 360,000 active; purified TGR, DTNB reduction, TNB absorbance 405 nm; Schistosoma mansoni thioredoxin glutathione reductase (TGR), Q962Y6; note: potency is the fitted concentration of half-maximal effect; nearly all actives have a fitted effect of over 60% in size
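First, TGR (20 nM dispensed) and NADPH were mixed with compound. Second, a 15 min room-temperature incubation followed. Third, further NADPH and then DTNB were added to start the reaction. Finally, TNB absorbance was monitored kinetically.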
HCV inhibitor: qHTS Assay for Inhibitors of Hepatitis C Virus (HCV); 3.4% of 340,000 active; Potency, µM (highest dose often 41.8 µM), inactives show at the top dose activity change, negative = inhibition, most hits filed as inhibitors; Huh7.5.1 HCVcc-Cre infection, luciferase reporter, 44 h; note: potency is the fitted concentration of half-maximal effect
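Infectious HCVcc-Cre (~0.5 moi) was added to cells just after compound, with cells seeded 4 h earlier at 1,000 per well. Luciferase activity after 44 h culture reported infection; substrate was incubated 15 min at room temperature before reading.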
AmpC no deterg: qHTS Inhibitors of AmpC Beta-Lactamase (assay without detergent); P00811; AmpC nitrocefin hydrolysis, absorbance 480 nm, 0.0001% Triton; Potency, µM (series often up to 57.1 µM), for inactives: at the highest dose activity change, negative = inhibition, hits mostly inhibitors; 0.52% of 330,000 active; AID 485341, 2010;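 note: potency is the fitted concentration of half-maximal effect; plate controls were no compound for no effect and no enzyme for full effect; nearly all actives have a fitted effect of over 20% in size; some results filed as inactive show a strong effect at the top dose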
Target sequence (P00811 whole entry, looked up): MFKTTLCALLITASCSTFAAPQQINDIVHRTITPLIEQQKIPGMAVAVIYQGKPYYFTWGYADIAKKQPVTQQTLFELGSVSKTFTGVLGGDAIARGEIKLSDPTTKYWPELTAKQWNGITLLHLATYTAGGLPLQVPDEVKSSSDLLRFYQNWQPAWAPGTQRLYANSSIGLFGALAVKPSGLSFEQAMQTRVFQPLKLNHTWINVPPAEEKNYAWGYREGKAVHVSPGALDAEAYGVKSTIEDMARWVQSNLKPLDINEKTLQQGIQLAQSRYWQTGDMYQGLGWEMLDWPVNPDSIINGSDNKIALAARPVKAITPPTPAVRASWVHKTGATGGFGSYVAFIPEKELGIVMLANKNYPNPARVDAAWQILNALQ
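20 mM phosphate pH 7.0 + 0.01% (detergent screen) or 0.0001% Triton X-100; 5.3 nM AmpC reagent; cpd preinc 15 min RT; nitrocefin (800 uM stock) to start; A480 q20 s × 4 min; Activity was normalised to no-enzyme and no-compound control wells.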
AmpC detergent: qHTS Inhibitors of AmpC Beta-Lactamase (assay with detergent); P00811; AmpC hydrolysis of nitrocefin, absorbance 480 nm, 0.01% Triton; Potency, µM (doses to about 114 µM), inactives show at the highest dose activity change, negative = inhibition, most hits filed as inhibitors; 0.041% of 370,000 active; AID 485294, 2010;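 note: potency is the fitted concentration of half-maximal effect; 0% = no-compound wells and -100% = no-enzyme wells; nearly all actives have a fitted effect of over 25% in size; some results filed as inactive show a strong effect at the top dose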
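20 mM phosphate pH 7.0 + 0.01% (detergent screen) or 0.0001% Triton X-100; 5.3 nM AmpC reagent; cpd preinc 15 min RT; nitrocefin (800 uM stock) to start; A480 q20 s × 4 min; Activity was normalised to no-enzyme and no-compound control wells.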
HCMV antiviral: qHTS Assay for inhibitors of the human cytomegalovirus (HCMV); HFF cells, HCMV-luciferase reporter, 72 h; hits give low values; activity change, negative = inhibition, % at 57.5 µM; 4.5% of 410,000 active; AID 1259415, 2018; in the data active = activity change below about -60%; inconclusive = no clear call, values can overlap the other calls; inactive = above about -39%
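Two compound doses tested in HFFs infected with HCMV-luciferase, MOI 1 PFU/cell, 72 h at 37C. Lysate luminescence read with OneGlo; data normalized against buffer-only and 10uM Salinomycin inhibitor controls.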
* hit, by the source's call; ? = inconclusive; · = no result given; & = joins results of further samples; [ ] = another dose, or the depositor's remark. Unless noted, calls come from the whole dose curve; as a rule, active = well fitted curve in the direction sought with a large enough effect; inconclusive = small, poorly fitted or top-dose-only effect, or another doubt; inactive = no such curve, though single readings can be large; an effect the other way counts as inactive or inconclusive. Unless noted, % is set by controls: 0 for no effect and ±100 for the full control effect.

molecule | FBPA Giardia inh | Sm TGR inh | HCV inhibitor | AmpC no deterg | AmpC detergent | HCMV antiviral
CC(=O)N1CCN(C(=O)CNC(=O)c2ccc(Br)o2)CC1 | · | -3% | 11% | -17% | 2% | -13
COc1ccc2oc(-c3ccc(C)c(NC(=O)c4ccc(N5CCCCC5)c([N+](=O)[O-])c4)c3)nc2c1 | · | -1% | · | · | -2% | 22
O=c1cc(-c2ccc(O)cc2)oc2cc(O)c(C3OC(CO)C(O)C(O)C3O)c(O)c12 (configuration not stated) | -10% | ? | 27% | -33% | 9% | 22
O=C(Cn1c(=O)sc2ccccc21)Nc1ccccc1 | 5% | -2% | 25% | · | -1% | -17
COC(=O)Cn1nc(-c2ccc(C)c(S(=O)(=O)N(C)C)c2)c2ccccc2c1=O | 8% | -8% | ? | 1% | ? | 69
COc1ccc(NC(=O)COC(=O)CCc2nc3ccccc3c(=O)[nH]2)c(OC)c1 | · | -31% | 11% | -30% | 5% | ?
CC(=O)Nc1ccc(S(=O)(=O)NCCC(=O)N2CCN(C(c3ccccc3)c3ccccc3)CC2)cc1 | · | -5% | 11% | 113%[activator] | -15% | ?
COc1cccc2cc(C(=O)C3=C(O)C(=O)N(CCCN(C)C)C3c3ccncc3)oc12 (configuration not stated) | 4% | 0%[11.4 µM] | · | -5% | -4% | ·
Cn1c(SCC(=O)c2ccc(F)cc2)nnc1-c1cnccn1 | -5% | -18% | 6% | -8% | ? | -14
COc1cc(C2C(C(=O)c3cc4ccccc4o3)=C(O)C(=O)N2CCN2CCOCC2)ccc1OCCC(C)C (configuration not stated) | -5% | -19% | ? | 97%[activator] | 0% | 69
CC(C)c1nnc(NC(=O)CCC(=O)N2CCN(Cc3ccccc3)CC2)s1 | 2% | 0% | 16% | 59% | -9% | 27
CCc1nn(CC(=O)NCCCN2CCN(C)CC2)c(=O)c2cc3sccc3n12 | · | -16% | -6% | -8% | -1% | -27
O=C(COc1ccccc1)Nc1ccc2[nH]ncc2c1 | 8% | -8% | -2% | -16% | -15% | -32
COc1ccc(C(=O)Nc2nnc(S(=O)(=O)N(C)c3ccc(C)cc3)s2)cc1 | · | -7% | · | · | -2% | 73
O=C(c1ccccc1)N(C(=O)c1ccccc1)c1ncnc2c1C(c1ccccc1)c1c(ccc3ccccc13)O2 (configuration not stated) | · | -2% | · | -32% | -1% | -5
COc1ccccc1-c1cc2nc(C)c(CCC(=O)NC3CCCCC3)c(C)n2n1 | · | 2% | · | · | 8% | -7
CN(C)S(=O)(=O)c1ccc2c(c1)c(=O)c(C(=O)N1CCOCC1)cn2C | 1% | 12% | -1% | -12% | 4% | -3
CCOc1cc(/C=C2\C(=O)N(CCc3ccc(OC)c(OC)c3)C(C)=C2C(=O)OC)ccc1O | ? | 20µM* | -1% | 38% | ? | -22
CNC(=O)C1CCN(Cc2cc3ccccc3n2Cc2ccccc2C)CC1 | · | 5% | · | · | -1% | -11
O=C(Nc1nnc(SCc2ccc(F)cc2)s1)c1ccc2ncsc2c1 | ? | -17% | ? | -55% | 1% | -22
CSc1nc2ccc(Cl)cc2[nH]1 | 2% | -2% | ? | -3% | 1% | -33
COc1ccccc1NC(=O)Cn1cnc2c(nc3n2CCCCC3)c1=O | 12% | -24%&2% | 11% | -6% | 2%&14% | 29&-1
COc1ccc(-c2nnc(SCc3ccc(C(=O)O)cc3)n2C)cc1OC | -11% | 2% | 6% | -10% | -4% | 4
CCCCn1nnnc1NCc1cc(OC)c(OC)cc1OC | 1% | -4% | · | -4% | -10% | -28
O=C(O)c1ccc(N2C(=O)c3cccc4cccc(c34)C2=O)cc1 | 12% | 1% | 8% | -14% | -6% | -20
Cc1ccc(SCCNC(=O)c2ccc(C)c(S(=O)(=O)Nc3ccccc3C)c2)cc1 | -8% | 7% | ? | -44% | 5% | -21
Cn1c(C(=O)N2CCCC(C(=O)NCCc3ccccc3)C2)cc2sccc21 (configuration not stated) | -2% | -1% | ? | 99%[activator] | -15% | -97*
COc1ccc(N(CC(=O)Nc2cccc(C)c2)S(=O)(=O)c2c(C)noc2C)cc1 | · | 7% | 5% | -27% | -3% | -25
O=C(NCCCN1CCCC(O)C1)c1cc(COc2ccc(F)cc2F)on1 (configuration not stated) | -11% | -23% | 1% | -2% | ? | 7
Cc1ccc(NC(=O)CSc2nnc(NC(=O)c3ccc(S(=O)(=O)N4CCOCC4)cc3)s2)cc1 | 4% | -2% | 28% | 5% | ? | 50

Given with values under each structure: part of the list above.
Values run as follows: FBPA Giardia inh, Sm TGR inh, HCV inhibitor, AmpC no deterg, AmpC detergent, HCMV antiviral
> Cn1c(C(=O)N2CCCC(C(=O)NCCc3ccccc3)C2)cc2sccc21 (configuration not stated)
→ -2%, -1%, ?, 99%[activator], -15%, -97*
> COc1ccc(N(CC(=O)Nc2cccc(C)c2)S(=O)(=O)c2c(C)noc2C)cc1
→ ·, 7%, 5%, -27%, -3%, -25

New compounds follow
molecule | FBPA Giardia inh | Sm TGR inh | HCV inhibitor | AmpC no deterg | AmpC detergent | HCMV antiviral
Fc1ccc(/C=N/NC(=S)Nc2cccnc2)cc1F | -6% | -6% | -24% | -46% | -2% | ?
COc1cc(OC)cc(C(=O)NCC(=O)Nc2ccc(C)c(Cl)c2)c1 | 0% | -5% | -19% | -25% | 0% | 16
Cn1nc(-c2ccccc2)c2cc(C(=O)O)sc21 | 12% | -3% | 17% | -13% | -21% | -39
OC(c1ccccc1)c1ccncc1 (configuration not stated) | · | ? | 13% | -13% | 2% | -1
COc1ccc(CCNS(=O)(=O)c2ccc(-n3cnnn3)c(OC)c2)cc1OC | · | -12% | 7% | -3% | -4% | 28
CC(C)CNC(=O)CO/N=C/c1ccccc1Cl | 3% | 10% | 6% | -11% | -19% | 18
COc1ccc(OC)c(Nc2nc(N)nc(CCl)n2)c1 | 0% | 32µM* | 4µM* | -20% | -2% | -99*
CNC[C@@H]1Oc2c(NS(C)(=O)=O)cccc2C(=O)N([C@@H](C)CO)C[C@H]1C | · | · | 12% | 0% | · | 44
Cc1ccc(NC(=O)CCNC(=O)c2ccc(Br)cc2)cc1S(=O)(=O)N1CCCCCC1 | · | 3% | ? | -18% | -12% | -34
O=C(Nc1ccccc1Cl)Nc1ccnn1C1CCN(C(=O)CCN2CCCO2)CC1 | -3% | -13% | 7% | 81% | -1% | -13
O=C(Nc1ccc(C(=O)N2CCN(c3ccc(F)cc3)CC2)cc1)c1nsc2ccccc12 | · | 2% | · | · | 2% | 70
CC/C=C\C/C=C\C/C=C\CCCCCCCC(=O)O | 8%&7%&4% | 35µM* | -82% | 61%[activator] | ? | 31
Cc1cc(-c2ccc(C)c(S(=O)(=O)NC3CCCCC3)c2)on1 | · | 9% | · | · | -4% | 0
CC(=O)N1c2ccc(S(=O)(=O)N(C)CC(=O)NC3CCCCC3C)cc2CC1C (configuration not stated) | · | -2% | 4% | 41% | -5% | ·
Cc1ccc(Br)cc1S(=O)(=O)N1CCN(c2ccccc2)CC1 | 0% | -1% | ? | -15% | -9% | -37
CCOC(=O)c1sc(N2C(=O)c3oc4ccc(C)cc4c(=O)c3C2c2ccccc2F)nc1C (configuration not stated) | · | -4% | · | · | 17% | -4
CCOC1OC(=O)C(Cl)=C1Nc1ccccc1C (configuration not stated) | 6% | -1% | -7% | -9% | ? | -32
O=C(Nc1ccccc1Cl)NC1CCCCCCC1 | · | 5% | -8% | 35µM* | 3% | 55
COc1ccc(OC)c(CNS(=O)(=O)c2ccc3c(c2)CCCN3C(C)=O)c1 | · | 1% | · | · | -6% | -22
Cc1ccc(CC(=O)N2CCOCC2)cc1 | 3% | -1% | 15% | 1% | ? | -16
CC(=O)Nc1cccc(Oc2nc(C)cc(C)c2C#N)c1 | -1% | 3% | ? | -6% | ? | 5
CCCOc1ccc(OC(=O)c2ccc(-c3ccc(CCC)cn3)cc2)cc1 | · | 19% | · | · | 9% | -31
CCCNC(=O)Cn1cnc([N+](=O)[O-])n1 | -7% | -3% | -3% | -13% | ? | -17
Cc1ccc(Oc2ccc(S(=O)(=O)N3CCOCC3)cc2C(N)=O)cc1C | · | -2% | ? | 40% | -8% | 11
Oc1ccc(N2CCN(CC(O)c3ccccc3)CC2)cc1 (configuration not stated) | ? | ? | 0% | 14% | ? | -29
CCc1c(C)c(C#N)c2nc3ccccc3n2c1N1CCN(c2cc(C)ccn2)CC1 | · | -10% | · | -5% | 0% | ·
COc1ccc(OC)c(NC(=O)CCOc2cccc(C)c2)c1 | 2% | 13% | 11µM* | -2% | -8% | -19
O=S(=O)(Nc1ccccn1)c1cccc(S(=O)(=O)c2ccc(Br)cc2)c1 | 14% | 9% | -5% | -28% | -2% | -25
COc1cccc(NC(=S)NC(C)c2ccc(OC)c(OC)c2)c1 (configuration not stated) | 1% | -14% | 8% | -8%[2.29 µM] | ? | 12
CCn1cc(CNC(=O)c2ccc(OC3CCN(Cc4ccccn4)CC3)cc2)cn1 | 5% | 2% | 10µM* | -14% | ? | -71*

A second format for part of the listing above.
Every second line gives: FBPA Giardia inh | Sm TGR inh | HCV inhibitor | AmpC no deterg | AmpC detergent | HCMV antiviral
> CCOC(=O)c1sc(N2C(=O)c3oc4ccc(C)cc4c(=O)c3C2c2ccccc2F)nc1C (configuration not stated)
    · | -4% | · | · | 17% | -4
> CCOC1OC(=O)C(Cl)=C1Nc1ccccc1C (configuration not stated)
    6% | -1% | -7% | -9% | ? | -32

Later entries.
molecule | FBPA Giardia inh | Sm TGR inh | HCV inhibitor | AmpC no deterg | AmpC detergent | HCMV antiviral
Cc1cc(C)nc(Sc2ccc3nnc(C(F)(F)C(F)(F)C(F)(F)F)n3n2)n1 | 1% | -16% | ? | 33% | ? | 8
O=C(COC(=O)c1n[nH]c2ccccc12)Nc1ccc(Cl)cc1[N+](=O)[O-] | 0% | · | -9% | -29% | 2% | -6
COc1cc(C(c2c(C)[nH][nH]c2=O)c2c(C)[nH][nH]c2=O)ccc1OC(C)C | -20% | 5% | 1% | -18% | 1% | -32
COc1ccc(-c2cc(C(=O)Nc3nc4ccccc4s3)c3ccccc3n2)cc1OC | -3% | 11% | -24% | 36% | -8% | 2
Cc1ccccc1CN1C(=O)c2ccccc2S(=O)c2ccc(C(=O)NCc3ccc(Cl)cc3)cc21 (configuration not stated) | · | 6% | · | · | 7% | -5
Cc1ccc(NC(=O)C2CCCN(S(=O)(=O)c3cccs3)C2)c(C)c1 (configuration not stated) | · | -5% | · | · | 2% | -19
COc1ccccc1-c1nc(S(=O)(=O)c2ccc(Cl)cc2)c(N2CCCCCC2)o1 | · | ? | · | · | 16% | -5
O=C(Nc1cc(C(F)(F)F)ccc1N1CCCC1)c1cccnc1 | -3% | -2% | ? | -17% | -18% | 22
Cc1nc2ccc(NC(=O)c3cc(S(=O)(=O)N(C)c4ccccc4)ccc3Cl)cc2s1 | -1% | 0% | ? | -26% | -15% | ?
CC1Cc2cc(S(=O)(=O)NCc3ccc(F)cc3)ccc2N1C(=O)C1CCC1 (configuration not stated) | · | 6% | · | · | -8% | ?
